TDP1 block – blocks human tyrosyl-DNA phosphodiesterase 1; recombinant TDP1, AlphaScreen DNA substrate cleavage; actives 0.28% (n = 350,000); Q9NUW8; AID 485290; Potency, µM (titrated, usually from 130 µM), without a hit: top-dose activity change, negative = inhibition, actives largely listed as inhibitors; note: nearly all actives have a fitted effect of over 40% in size
Target sequence (Q9NUW8 whole entry, looked up): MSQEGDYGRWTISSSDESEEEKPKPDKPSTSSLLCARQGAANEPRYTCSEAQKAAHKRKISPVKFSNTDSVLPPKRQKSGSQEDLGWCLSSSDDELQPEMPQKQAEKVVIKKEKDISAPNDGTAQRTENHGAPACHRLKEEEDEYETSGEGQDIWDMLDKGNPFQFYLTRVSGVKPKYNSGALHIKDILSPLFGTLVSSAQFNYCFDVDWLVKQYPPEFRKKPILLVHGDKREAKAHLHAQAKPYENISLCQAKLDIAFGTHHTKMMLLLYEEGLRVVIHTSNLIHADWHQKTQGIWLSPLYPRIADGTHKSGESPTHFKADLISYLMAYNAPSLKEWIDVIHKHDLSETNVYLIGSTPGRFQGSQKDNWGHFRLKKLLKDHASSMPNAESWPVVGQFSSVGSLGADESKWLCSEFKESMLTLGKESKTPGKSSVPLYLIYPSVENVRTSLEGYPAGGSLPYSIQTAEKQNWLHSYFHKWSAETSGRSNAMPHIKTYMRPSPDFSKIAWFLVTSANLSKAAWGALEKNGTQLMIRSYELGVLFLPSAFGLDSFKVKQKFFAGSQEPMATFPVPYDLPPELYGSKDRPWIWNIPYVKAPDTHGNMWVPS
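Here, a 5' biotin and 3' phosphotyrosine-FITC DNA oligonucleotide reports Tdp1 activity: intact substrate bridges AlphaScreen beads, while cleavage leaves a 3' phosphate and drops signal. All incubations at room temperature.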
DT40 TDP1 no CPT – qHTS for Inhibitors of human tyrosyl-DNA phosphodiesterase 1 (TDP1): qHTS in cells in absence of CPT; DT40 Tdp1-/- hTDP1 cells, no CPT, ATP luminescence, 48 h; Potency, µM (doses to about 46.2 µM), without a hit: top-dose activity change, negative = growth inhibition, hits mostly inhibitors; actives 15% (n = 420,000); AID 686978, 2013; note: nearly all actives have a fitted effect of over 55% in size
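No-CPT arm: Tdp1-/-;hTDP1 DT40 cells (400/well) plus compounds, incubated ≥48 hr at 37 °C. Readout CellTiter-Glo luminescence.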
DT40 TDP1 CPT – growth inhibition of DT40 Tdp1-/-;hTDP1 cells with camptothecin (screen for TDP1 inhibitors) | chicken DT40 Tdp1-/-;hTDP1 cells + 20 nM CPT, ATP luminescence, 48 h | Potency, µM (top dose mostly 46.2 µM), inactives show at the top dose activity change, negative = growth inhibition, most hits filed as inhibitors | actives 12% (n = 420,000) | AID 686979; note: nearly all actives have a fitted effect of over 55% in size
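Cell growth measured by CellTiter-Glo luminescence after a minimum 48 h, 37 C compound exposure with 20 nM CPT in Tdp1-knockout DT40 cells stably expressing hTDP1, seeded 400/well; qHTS titration format.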
The depositor's hits bear a star; ? = inconclusive; . = no result given; & = joins results of further samples; ! = not active in a repeat; [ ] = another dose, or the depositor's remark. Calls come from the whole dose curve; as a rule, active = well fitted curve in the direction sought with a large enough effect; inconclusive = small, poorly fitted or top-dose-only effect, or another doubt; inactive = no such curve, though single readings can be large; an effect the other way counts as inactive or inconclusive. % is set by controls: 0 for no effect and ±100 for the full control effect; potency is the fitted concentration of half-maximal effect. This is a random part of the collection. Share with any hit: about 18%.

cpd	structure	TDP1 block	DT40 TDP1 no CPT	DT40 TDP1 CPT
1	COc1ccc(OC)c(NC(=O)c2ccc(-c3nc(CSc4ccccc4)c(C)o3)cc2)c1	0%	21µM*	21µM*
2	COc1cc(OC)cc(C(=O)NCCc2csc(-c3cccc(C)c3)n2)c1	-1%	16µM*	15µM*
3	Cc1ccc2nc(C)cc(OCC(=O)O)c2c1	1%	?	-8%
4	Cc1ccnc(NC(=O)c2ccc(Cl)c(NC(=O)C(C)Oc3ccccc3)c2)c1 (stereo not given)	8%	?	?
5	O=C1N/C(=N\N=C\c2ccc3ncccc3c2)SC1Cc1ccc(SC(F)F)cc1 (stereo not given)	6%	-27%	-15%
6	COc1ccc(C(CNC(=O)c2cc(S(=O)(=O)N3CCN(c4ccccc4)CC3)ccc2Cl)N(C)C)cc1 (stereo not given)	3%	18µM*	21µM*
7	COc1cccc(-c2ccnc(-n3ncc(C(=O)NCC(C)(C)CN(C)C)c3C)n2)c1	.	4%	7%
8	C#CCOCCOCCOCCNc1nc(N2CCN(C(=O)[C@H]([C@@H](C)O)n3cc(CCCCN)nn3)CC2)nc(N2CCN(C(=O)[C@H](C)n3cc(CCC(=O)O)nn3)CC2)n1	.	-2%	?
9	CC(C)CC(NC(=O)c1ccc(C#CC(C)(C)O)s1)C(=O)O (stereo not given)	1%	-7%	0%
10	COc1ccc(C2=CC(=O)CC(c3ccccc3)C2)cc1 (stereo not given)	5%	?	-14%
11	CC1CCN(S(=O)(=O)c2cccc(C(=O)NCc3ccco3)c2)CC1	5%	-12%	-16%
12	O=S(=O)(NCC1CCCO1)c1ccc(Br)s1 (stereo not given)	1%	-2%	-2%
13	Cc1nc2cc(NC(=O)c3ccc([N+](=O)[O-])s3)ccc2s1	.	5.2µM*	2.9µM*
14	O=C(Cc1ccccc1)Nc1cc(Cl)ccc1Sc1ccccc1	-1%	?	-1%
15	NS(=O)(=O)c1ccc(CCNC(=O)CN2CCN(c3ccc(F)cc3)CC2)cc1	6%	?	?

Overlap with the part before: two entries; new compounds follow.
cpd	structure	TDP1 block	DT40 TDP1 no CPT	DT40 TDP1 CPT
14	O=C(Cc1ccccc1)Nc1cc(Cl)ccc1Sc1ccccc1	-1%	?	-1%
15	NS(=O)(=O)c1ccc(CCNC(=O)CN2CCN(c3ccc(F)cc3)CC2)cc1	6%	?	?
16	COc1ccccc1-n1c(-c2cn(C)nc2C)n[nH]c1=S	-4%	-2%	-4%
17	Cc1ccc(NC(=O)Cn2ccn(-c3ccc(F)c(F)c3)c(=O)c2=O)cc1C	3%	-2%	-2%
18	CCN(C(=O)COC(=O)CCC(=O)c1ccc(Cl)cc1)c1c(N)n(Cc2ccccc2)c(=O)[nH]c1=O	.	23µM*	18µM*
19	COCC(=O)N1CCC(Oc2ccc(C(=O)N3C[C@H]4CC[C@H]3C4)cc2)CC1	4%[56.1 µM]	-6%	-5%
20	CC(NS(=O)(=O)/C=C/c1ccccc1)C(=O)O (stereo not given)	7%	0%	-5%
21	OCc1cc(C(O)CNCCCCCCOCCCCc2ccccc2)ccc1O (stereo not given)	0%	13µM*	19µM*!
22	CC(=O)Nc1cc(C(=O)N2CCCC2)ccc1S(=O)(=O)c1ccc(C)cc1	4%	?	-20%
23	CCOC(=O)C1=C(c2ccccc2)NC(N)=NC1c1ccc(OCc2ccc(Cl)cc2)c(OC)c1 (stereo not given)	7%	?	23µM*
24	COc1ccc(-n2nc3c(N4CCCC(C(=O)NCc5ccc(C)cc5)C4)nnc(C)c3c2C)cc1 (stereo not given)	-12%	3.3µM*	4.6µM*
25	Cc1ccc(C(=O)C(C)OC(=O)CCN2C(=O)C3C4C=CC(C5CC45)C3C2=O)cc1 (stereo not given)	2%	6%	9%
26	CCn1c(C)cc(=S)c2ccccc21	8%	?	?
27	CCOc1ccc(Br)cc1C1C(C(=O)OC)=C(C)NC2=C1C(=O)c1ccccc12 (stereo not given)	.	?	?
28	O=C(NCCCN1CCOCC1)c1sc2ccccc2c1Cl	1%	?	2%
29	Cc1ccccc1NC(=O)C1C2CCCCC21 (stereo not given)	4%	-11%	-5%
30	COc1cc(C2C(C#N)=C(N)Oc3n[nH]c(-c4ccccn4)c32)cc(OC)c1OC (stereo not given)	3%	-15%	-26%
31	CC(C)C(C)NC(=O)COc1ccc([N+](=O)[O-])cc1Cl (stereo not given)	5%	?	8.2µM*
32	Cn1c(N)c(S(=O)(=O)N2CCN(c3ccccc3Cl)CC2)c(=O)n(C)c1=O	1%	-2%	0%
33	CCOc1ccccc1N1CCN(CC(=O)N(C)CC(=O)Nc2ccccc2CC)CC1	.	-20%	-8%
34	CCOP(=O)(OCC)c1nc(-c2ccccc2Cl)oc1N1CCOCC1	1%	-15%	4%
35	CCOc1ccc(OCCNCc2ccc(OC(C)C(=O)N(C)C)c(OCC)c2)cc1 (stereo not given)	.	3%	-8%
36	CCNc1ccc(S(=O)(=O)N(C)C)cc1NCC(=O)Nc1c(F)cccc1F	2%	?	?
37	O=C(NNS(=O)(=O)c1ccc([N+](=O)[O-])cc1)c1ccncc1	11%	-14%	-16%
38	CCCOc1ccc(Br)cc1CSC(=N)N	3%	2.1µM*	6.5µM*
39	Cc1ccc(OCC(O)Cn2nc(C)cc2C)cc1 (stereo not given)	5%	32%[activator]	-1%
40	COC(=O)CS(=O)(=O)c1ccsc1C(=O)Nc1ccc(F)c(F)c1	-2%	-1%	12%
41	COc1ccc(C(=O)NCCNc2ccc([N+](=O)[O-])cc2)cc1	5%	?	-26%
42	NNC(=O)c1cc(C23CC4CC(CC(C4)C2)C3)nc2ccccc12	.	-10%	5%
43	COc1ccc(/C=C2\SC(=O)N=C2N)cc1	3%	-8%	-1%
44	COc1ccc(NC2CC(=O)N(c3ccc(C(=O)O)cc3)C2=O)cc1 (stereo not given)	0%	?	10%
45	O=C(CC[C@H]1O[C@@H](n2cnc3c(NC(=O)c4ccccc4)ncnc32)[C@H](O)[C@@H]1O)NCCc1cc2ccccc2[nH]1	.	3%	0%
46	CC(Cc1cccnc1)NC(=O)c1cc(COc2ccc(F)cc2F)on1 (stereo not given)	3%	21µM*	16µM*
47	COc1ccc2c(c1)c(C(=O)CN1CCC(C(N)=O)CC1)c(C)n2C	-4%	-20%	14%
48	COc1ccc(NC(=O)CS(=O)CC(=O)Nc2cc(Cl)ccc2OC)cc1 (stereo not given)	3%	1%	-3%
49	CC(C)(C)NC(=O)CSc1nc(O)cc(=O)n1-c1ccccc1F	-3%	4%	-2%
50	COc1ccccc1NC(=O)CC1S/C(=N/N=C(\C)C2CCCCC2)NC1=O (stereo not given)	3%	-20%	-26%
51	CCOC(=O)c1c(C)nc(SC)c(C#N)c1-c1ccccc1	-3%	2%	-2%
52	COc1ccc([N+](=O)[O-])c(O)c1C(C)=O	.	-3%	13%
53	Cc1cccc(NC(=O)Nc2ccc(Br)cc2)n1	0%	?	?
54	CCN(CC(=O)NCc1ccc(Cl)cc1)C(=O)/C=C/c1ccc(C#N)cc1	-20%	?	-9%
55	CC(Sc1nnc2ccccn12)C(=O)N1CCc2ccccc2C1 (stereo not given)	4%	-5%	-9%
56	Cc1ccc(S(=O)(=O)NC(C(=O)N2CCOCCOCCOCCOCC2)c2ccccc2)cc1 (stereo not given)	3%	-14%	-1%
57	CC(C)Oc1ccccc1-c1nc(SCC(=O)O)n[nH]1	2%	-1%	-5%
58	Cc1ccc(Cl)cc1NC(=O)Cn1cc(C(F)(F)F)cc(Cl)c1=O	0%	-14%	-4%
59	Cc1cccc(NC(=O)c2ccc3c(c2)CCN3S(C)(=O)=O)c1	2%	-1%	-19%
60	CCOC(=O)CNC(=O)c1ccc2c(c1)OCCO2	2%	-8%	8%

In the list so far, these have fluorine:
cpd	structure	TDP1 block	DT40 TDP1 no CPT	DT40 TDP1 CPT
5	O=C1N/C(=N\N=C\c2ccc3ncccc3c2)SC1Cc1ccc(SC(F)F)cc1 (stereo not given)	6%	-27%	-15%
15	NS(=O)(=O)c1ccc(CCNC(=O)CN2CCN(c3ccc(F)cc3)CC2)cc1	6%	?	?
17	Cc1ccc(NC(=O)Cn2ccn(-c3ccc(F)c(F)c3)c(=O)c2=O)cc1C	3%	-2%	-2%
36	CCNc1ccc(S(=O)(=O)N(C)C)cc1NCC(=O)Nc1c(F)cccc1F	2%	?	?
40	COC(=O)CS(=O)(=O)c1ccsc1C(=O)Nc1ccc(F)c(F)c1	-2%	-1%	12%
46	CC(Cc1cccnc1)NC(=O)c1cc(COc2ccc(F)cc2F)on1 (stereo not given)	3%	21µM*	16µM*
49	CC(C)(C)NC(=O)CSc1nc(O)cc(=O)n1-c1ccccc1F	-3%	4%	-2%
58	Cc1ccc(Cl)cc1NC(=O)Cn1cc(C(F)(F)F)cc(Cl)c1=O	0%	-14%	-4%

The listing continues.
cpd	structure	TDP1 block	DT40 TDP1 no CPT	DT40 TDP1 CPT
61	COc1cc(Cl)c(NS(=O)(=O)c2cc3[nH]c(=O)c(=O)[nH]c3cc2C)c(OC)c1	4%	3%&-17%	22%&12%
62	CCN(CC)C(=O)[C@H]1C[C@H](CC(=O)NCCCn2ccnc2)C(=O)N2CCc3c([nH]c4cc(-c5ccco5)ccc34)[C@]12C	6%[56.1 µM]	?	4%
63	CCOc1ccc(CC(=O)NCCc2csc(-c3ccc(C)cc3)n2)cc1	7%	21µM*	?
64	CC(NC(=O)COC(=O)c1ccc2c(c1)S(=O)(=O)N=C1CCCCCN12)C12CC3CC(CC(C3)C1)C2 (stereo not given)	-1%	?	?
65	O=C(OCC(=O)N1CCCC1)c1ccco1	-8%	-8%	?
66	COc1ccc(OC)c(NC(=O)[C@H](Cc2ccccc2)N2Cc3ccccc3C2=O)c1	10%	?	?
67	CC(C)(C)NS(=O)(=O)c1cccc2nsnc12	.	-10%	15%
68	Nc1cc(-c2ccccc2)n2c(n1)nc1ccccc12	4%	-27%	-4%
69	COc1ccc(C2N=C(N)Nc3nc4ccccc4n32)c(OC)c1OC (stereo not given)	4%	-8%	-12%
70	CCc1ccc(S(=O)(=O)NCCc2csc(C)n2)s1	3%	2%	0%
71	C/C=C(\C)C(=O)NCCN1C2=NC[C@@H](Cc3ccccc3)N2C[C@@H]1Cc1ccc(OC)cc1	.	-30%	-26%
72	N/C(Cc1ccc(Cl)cc1Cl)=N\OC(=O)Cc1cccs1	1%	-5%	4%
73	COc1cc(OC)nc(NC(=S)NC(=O)c2ccccc2)n1	5%	?	-21%
74	Cc1ccc(-c2nc(N3CCOCC3)sc2C(=O)N2CCCCC2)cc1	4%	?	-3%
75	Nc1nc(SCC(=O)N2CCCC2)[nH]c(=O)c1NC(=O)c1cccs1	3%	?	4%
76	C[C@H]1C(=O)N(c2ccccc2)[C@@H]1c1ccccc1	.	-20%	-6%
77	COc1ccc(-c2nnc(C(C)Nc3cccc(C(=O)NC4CC4)c3)o2)cc1 (stereo not given)	-1%	-22%	-18%
78	N#Cc1nc(-c2ccc(OCc3ccc(Cl)cc3)cc2)oc1N1CCCC1	5%	?	-18%
79	CC(C)c1ccc(NC(=O)CSc2nc3ccccc3nc2N2CCCC2)cc1	.	13µM*	18µM*
80	O=C(N1CCCC1)C12CC3CC(CC(C3)C1)C2	0%	-11%	-8%
81	Cc1cccc(NC(=O)N2CCc3c(sc4c3CCCC4)C2c2ccc(F)cc2)c1 (stereo not given)	-11%	16µM*	?
82	O=C(Nc1cccc(F)c1)NC1CCCCC1	5%	-8%	-26%
83	COCCNCCCOc1ccc(Br)cc1Cl	0%	?	?
84	Cc1ccc(-c2onc(C)c2C)cc1S(=O)(=O)N1CCOc2ccc(Cl)cc21	-3%	15µM*	?
85	CCOC(=O)c1oc2ccccc2c1CN1CC(C)OC(C)C1 (stereo not given)	.	-22%	12%
86	CC(C)CC1NC(=O)N(CC(=O)Nc2cccc(Br)c2)C1=O (stereo not given)	-1%	10%	-6%
87	O=C(CSc1nc(-c2ccc(F)cc2)cs1)N1CCc2ccccc21	-1%	?	-29%
88	NS(=O)(=O)c1ccc(NC(=O)COC(=O)CSCc2ccc(F)cc2)cc1	-3%	-13%	-8%
89	Cc1cc(-n2ccnc2)n2c(nc3ccccc32)c1C#N	1%	-6%	0%
90	CC(C)C[C@@H](CN)NC(=O)c1nc[nH]c1C(=O)N[C@@H](CC(C)C)C(=O)CNC[C@H](C)NC(=O)c1nc[nH]c1C(=O)N[C@@H](CC(=O)O)C(=O)O	.	-5%	-12%
91	O=C(CSc1nnc(CNC(=O)c2cccs2)o1)NC1CCCCC1	3%	-5%	-16%
92	COc1cc(Cl)ccc1OCc1cc(C(=O)N2C[C@]3(C)C[C@H]2CC(C)(C)C3)no1	-1%	16µM*	?
93	CCOc1ccc(-n2nnnc2SCC(=O)Nc2cccc(O)c2)cc1	2%	?	?
